# Assay outcomes as filed in PubChem.
# LEDGF integ inh: blocks HIV-1 LEDGF/p75-dependent DNA integration. TR-FRET IN-LEDGF/p75 DNA integration, Eu/Cy5. inhibition, % at 3.7 µM. 0.64% of 370,000 active. AID 743269;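 active means inhibition above the screen-wide mean plus 3 SD, cut at about 13% in these data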;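 further: signal is the Cy5 over europium emission ratio at 671 and 618 nm; 0% = plate median of compound wells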
# PG9 binder: PG9 antibody binding by small molecule; 0.43% of 360,000 active; AID 624416; inhibition, % at 6.7 µM; TR-FRET gp120-PG9 antibody binding; in the data active means inhibition above about 8.5%
# TDP2 inh: blocks human TDP2 phosphodiesterase activity | 0.34% of 370,000 active | recombinant TDP2, T5PNP hydrolysis, p-nitrophenol absorbance 415 nm | AID 720702 | inhibition, % at 12.8 µM | O95551;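 active means inhibition above the mean of all tested compounds plus 3 SD, set per campaign, cut at about 25% in these data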;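 further: 0% = DMSO with enzyme and 100% = buffer with substrate but no TDP2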
#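 System: recombinant human TDP2 / Amount: 120 nM TDP2 per well / Also added: 5 mM T5PNP chromogenic substrate / Doses: 12.8 µM single point, 1% DMSO / Incubation: 2 h at 37 °C / Detection: p-Nitrophenol epi absorbance / Evaluation: % inhibition relative to enzyme-containing and enzyme-free wells / Repeats: singlicate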
# TCR-CD3 inh: blocks the human TCR-CD3 interaction. 0.37% of 360,000 active. TAMRA-labeled TCR probe fluorescence, biochemical. inhibition, % at 9.4 µM; in the data active means inhibition above about 19%;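 further: recombinant mutant TCR 2C K166C tagged with TAMRA read by polarization; 0% = receptor in buffer alone and 100% = receptor with positive control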
# NR1D1 modulator: modulates human Rev-erb alpha binding to DNA; P20393; Rev-erbα–FITC-DNA binding, fluorescence polarization, 90 min; activity, % at 10 µM; 0.79% of 370,000 active;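 active means activity above about 14%, limit read from the data; passing the limit was not always enough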;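 further: 0% = DMSO wells with 35 nM protein and 100% = DMSO wells with 750 nM protein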
# Target sequence (P20393 whole entry, looked up): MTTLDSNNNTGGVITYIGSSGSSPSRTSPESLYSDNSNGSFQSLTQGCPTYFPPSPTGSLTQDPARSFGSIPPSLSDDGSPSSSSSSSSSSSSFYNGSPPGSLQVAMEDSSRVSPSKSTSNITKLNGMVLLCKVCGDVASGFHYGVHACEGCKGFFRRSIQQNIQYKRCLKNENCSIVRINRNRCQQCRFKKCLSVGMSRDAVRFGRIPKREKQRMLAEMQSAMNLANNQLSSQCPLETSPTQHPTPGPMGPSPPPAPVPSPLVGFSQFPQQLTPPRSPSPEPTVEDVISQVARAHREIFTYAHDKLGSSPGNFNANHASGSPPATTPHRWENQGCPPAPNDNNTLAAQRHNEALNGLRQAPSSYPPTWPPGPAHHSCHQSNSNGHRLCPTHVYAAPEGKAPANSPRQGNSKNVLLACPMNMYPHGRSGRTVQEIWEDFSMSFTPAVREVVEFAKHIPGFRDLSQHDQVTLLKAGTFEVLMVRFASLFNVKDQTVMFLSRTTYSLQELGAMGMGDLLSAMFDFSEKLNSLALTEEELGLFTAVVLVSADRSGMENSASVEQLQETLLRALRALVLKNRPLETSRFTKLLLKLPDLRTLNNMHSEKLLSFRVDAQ
# PRMT1 FP inh: inhibitors of human PRMT1 | inhibition, % at 2.79 µM | recombinant PRMT1, activity-based probe fluorescence polarization | 1.3% of 370,000 active | Q99873;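 active means inhibition above about 21% made by adding two undisclosed values, limit read from the data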
# SIAE primary: inhibitors of human sialic acid acetylesterase SIAE; Q9HAT2; SIAE FP-Rh probe binding, fluorescence polarization; inhibition, % at 9.66 µM; 0.69% of 370,000 active; AID 1053197;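 active means inhibition above a cutoff: mean of compounds within the control limits plus 3 SD of those, cut at about 17% in these data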;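 further: 0% = plate median of compound wells and 100% = probe without SIAE protein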
# HTRA1 inh: HTRA1 (human) protease inhibition | Q92743 | recombinant HTRA1, FP-rhodamine activity-based probe, fluorescence polarization | inhibition, % at 5.96 µM | 0.5% of 340,000 active | AID 504803; in the data active means inhibition above about 36%;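 further: 0% = enzyme with DMSO and 100% = wells lacking enzyme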
# rCAG RNA binder: molecules binding r(CAG) RNA repeats | inhibition, % at 3 µM | 1.3% of 370,000 active | r(CAG) RNA repeat, TO-PRO-1 dye displacement fluorescence | AID 651821;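 active means inhibition above the plate cutoff, the mean of all test compounds on that plate plus 3 SD, cut at about 35% in these data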;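 further: 0% = DMSO alone and 100% = 100 µM mitoxantrone as full dye displacement; higher means more dye released from RNA so lower well fluorescence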
# ABHD4 inh: ABHD4 (mouse) inhibition, primary FP screen; 0.54% of 370,000 active; inhibition, % at 8.92 µM; purified mABHD4, FP-Rh probe fluorescence polarization;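 active means inhibition exceeding the mean over every tested compound plus 3 SD, cut at about 30% in these data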;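 further: 0% = plate median of compound wells and 100% = S159A mutant with DMSO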
# Target sequence (Q8VD66 whole entry, looked up): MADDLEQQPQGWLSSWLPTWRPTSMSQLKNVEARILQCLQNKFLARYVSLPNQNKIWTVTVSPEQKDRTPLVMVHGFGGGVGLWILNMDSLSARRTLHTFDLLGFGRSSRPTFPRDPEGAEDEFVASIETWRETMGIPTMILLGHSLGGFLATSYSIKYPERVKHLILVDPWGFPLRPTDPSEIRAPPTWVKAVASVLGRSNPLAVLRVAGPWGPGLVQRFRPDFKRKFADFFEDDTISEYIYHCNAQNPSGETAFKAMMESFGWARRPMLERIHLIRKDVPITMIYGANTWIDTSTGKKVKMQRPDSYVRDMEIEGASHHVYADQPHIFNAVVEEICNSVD
#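 Assay system: mouse ABHD4 enzyme, wild type / Also added: fluorescent activity-based probe FP-Rh / Doses: single nominal dose of 8.92 µM, 0.89% DMSO final / Timing: 45 min compound pre-incubation plus 60 min probe step, 25 °C / Signal: FP readout, ex 525 nm / em 598 nm / Control set: S159A mutant/DMSO as 100%, compound-well median as 0%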
# An asterisk follows results filed as active; . = no result given. The list is partial, so the mix of outcomes need not match the whole.
SMILES,LEDGF integ inh,PG9 binder,TDP2 inh,TCR-CD3 inh,NR1D1 modulator,PRMT1 FP inh,SIAE primary,HTRA1 inh,rCAG RNA binder,ABHD4 inh
Cc1ccc(NC(=O)CSc2nnc(-c3ccco3)o2)cc1,6,0.8,-1,6,1,-4,-2,0,-1,2
C/C(NCCCn1ccnc1)=C(\C#N)C(N)=O,-1,0.0,-5,6,1,-2,0,-6,5,-3
Cc1ccc(S(=O)(=O)Nc2ccc3c(c2)OCCO3)cc1C,2,-1.5,-6,-2,3,0,4,2,-1,-3
Cc1nnc(NC(=O)CSc2nc3ccccc3[nH]2)s1,3,-0.1,-5,-2,1,2,-1,1,1,3
COC1C(O)CCC2(CO2)C1C1(C)OC1CC=C(C)C (configuration not stated),-1,1.2,-8,5,-4,2,-5,.,-2,-3
CCN1CCN(C(=O)Cn2cnc3sc(C)c(S(=O)(=O)N4CCN(c5ncccn5)CC4)c3c2=O)CC1,-1,-2.7,-3,6,-3,-2,5,2,1,-4
O=C(C1CCCN(S(=O)(=O)c2ccc(Cl)cc2)C1)N(Cc1cccs1)C1CC1 (configuration not stated),-2,0.1,-8,3,3,-1,1,-12,5,-4
Cc1cccc(NC(=O)CN(C)CC(=O)NC(c2ccccc2)c2ccccc2)c1C,-2,0.0,5,-7,3,0,0,-21,1,0
Cc1cccc(OCC(=O)NC2CC(C)(C)NC(C)(C)C2)c1,1,-0.7,0,6,3,0,-4,-3,1,2
Cc1ccc(CCN2C(Nc3ccccc3)=NC[C@@H]2C)cc1,1,-1.8,-6,3,0,-1,-1,3,3,-3
CCN(CC)S(=O)(=O)c1cccc(-c2nnc(SCCCC(=O)c3ccc(F)cc3)o2)c1,2,1.2,-2,1,-3,3,-7,-17,8,-4
Cc1ccccc1C(=O)NC1CC2CCC(C1)N2Cc1ccccc1 (configuration not stated),1,-1.8,-7,3,-1,-1,-1,-1,1,-2
CCN(C(=O)CN1CCN(c2ccccc2O)CC1)c1c(N)n(Cc2ccccc2)c(=O)[nH]c1=O,4,-1.4,-3,-1,-1,-2,0,4,2,6
COc1ccc(C(=O)NC2CC3CCCC(C2)N3Cc2ccccc2)cc1 (configuration not stated),3,0.4,2,11,0,-1,2,-9,-3,0
Cc1cc(NC(=O)C2CC(c3c(F)cccc3Cl)=NO2)n(-c2ccccc2)n1 (configuration not stated),0,0.6,-2,1,-1,-1,11,1,-6,-6
CSc1ccc(CN2CCc3c([nH]c4ccccc34)C2)cc1,-4,0.0,23,-10,-4,2,4,-7,-2,17
O=C(NC1CCCC1)C(c1ccncc1)N(C(=O)c1csnn1)c1ccc(Cl)cc1 (configuration not stated),2,-2.3,9,2,1,1,-3,-1,2,4
CCc1nccn1CCC(=O)NC1CC(C)(C)Cc2c1cnn2-c1ccc(C)cc1 (configuration not stated),1,-1.7,-9,-1,-5,-3,-2,2,-8,-4
Cc1cccc(C)c1NC(=O)CSc1nnc([C@H](C)NC(=O)OC(C)(C)C)o1,2,-0.9,0,4,3,-2,5,-3,-1,3
O=C(NCCc1ccccc1)C1CCC(Cn2c(=O)c3ccccc3n(Cc3cccc(F)c3)c2=O)CC1 (configuration not stated),2,-0.8,-2,2,6,-1,-4,-11,1,3
COc1ccc(C2C3=C(N=C4SCC(=O)N42)c2ccccc2CC3)cc1 (configuration not stated),1,0.7,0,3,2,24*,4,-13,10,1
C/C(=N\NC1=NCCN1)c1ccc(Cl)cc1,-2,-0.6,4,-4,-1,6,-2,-1,1,9
CC(NC(=O)c1ccc(NS(C)(=O)=O)cc1)c1ccccc1 (configuration not stated),2,-1.1,5,3,-8,1,0,1,1,1
O=C(CCc1ccccc1Cl)Nc1ccc(S(=O)(=O)Nc2nccs2)cc1,1,1.7,6,2,3,-1,4,-8,44*,-6
CCN(CC)CCN=C1CCCc2ccccc2N1,-1,1.9,8,-5,-7,0,1,-3,0,6
Cc1cccc(C)c1NC(=O)C(c1cc2ccccc2o1)N1CCC(c2ccccc2)CC1 (configuration not stated),1,-0.6,-1,6,-7,-2,3,.,1,3
NC(=O)C1CCN(C(=O)Cn2cccc2C(=O)c2ccccc2)CC1,0,-1.2,-3,8,0,0,4,-6,1,-3
Cc1ccc(C)c(NC(=O)c2ccc3c(c2)N(Cc2ccc(F)cc2)C(=O)CS3=O)c1 (configuration not stated),-3,1.6,-10,1,5,6,-13,-1,9,-3
CN1C(=O)C[C@@](C#N)(C(=O)NCC(F)(F)F)[C@H]1c1ccccc1,-2,.,-7,.,4,0,10,.,2,0
Cc1ccc(NC(=O)CN2C(=O)S/C(=C\c3ccc(C(=O)O)cc3)C2=O)cc1,0,-2.1,9,-3,6,3,-6,5,1,4
CCCCn1c(N)c(N(CCOC)C(=O)c2cc(C)oc2C)c(=O)[nH]c1=O,1,0.5,-5,-1,3,0,-2,-1,-1,4
COc1cccc(C(=O)NC2CCCc3c2cnn3-c2ccc(C)c(C)c2)c1OC (configuration not stated),-1,-2.9,-12,2,2,-4,-2,-20,-4,-5
CC1CCCCC1NC(=O)CO/N=C/c1ccccc1OC(F)F (configuration not stated),1,-3.4,-12,11,7,-2,-5,-3,-8,5
COc1ccc(Cn2cc(CN3CC(N4CCSCC4)CS3(=O)=O)nn2)cc1 (configuration not stated),-4,-2.3,-7,-3,-4,8,-1,.,3,-6
O=C1C(=O)N(Cc2ccc(-c3ccsc3)cc2)c2ccc(OC(F)(F)F)cc21,0,.,4,.,0,-4,4,.,.,2
CCOc1ccccc1NC(=O)c1cc(S(=O)(=O)N2CCC3(CC2)OCCO3)ccc1F,-3,-1.8,15,3,5,-2,4,3,3,-3
Cc1nn(CC(=O)NC2CCC(C)CC2)c(C)c1[N+](=O)[O-] (configuration not stated),1,1.0,-2,3,-1,-2,1,9,2,1
CCCCNC1c2ccccc2C(=O)N1Cc1ccccc1 (configuration not stated),5,-1.2,-6,3,2,-5,-8,-7,-3,-3
CN(C)S(=O)(=O)c1cc(NC(=O)CSc2cccc[n+]2[O-])ccc1Cl,2,-1.2,-8,1,-4,2,-4,-1,7,1
Cn1nc(C(=O)NNC(=O)c2cccc(Cl)c2)c2ccccc2c1=O,2,0.8,1,-9,0,3,0,3,2,-2
COC(=O)c1cc(C(=O)NC(C)C2CC3CCC2C3)cc([N+](=O)[O-])c1 (configuration not stated),6,-0.4,-15,-1,2,-3,5,-9,-2,-8
Cc1ccc(S(=O)(=O)N2CCN(C(=O)CN3C(=O)c4ccc([N+](=O)[O-])cc4C3=O)CC2)cc1C,-2,-1.0,11,2,-3,-3,5,-5,5,1
CCCS(=O)(=O)N1CCCC(C(=O)Nc2ccc3c(c2)CCC3)C1 (configuration not stated),-3,-1.7,10,7,-4,0,-4,4,-3,6
O=C(CN1C(=O)c2ccccc2S1(=O)=O)c1ccc2c(c1)OCCCO2,6,-0.5,-1,-3,4,-1,-4,-5,-4,2
O=C(Nc1ccc(F)cc1)C(c1ccccc1)N1CCN(C(=O)c2ccco2)CC1 (configuration not stated),-2,0.6,10,-3,5,1,-9,-1,-4,2
COc1ccc(C(=O)NCCCOC(=O)c2ccc(OC)cc2)cc1,-3,-2.8,12,4,2,0,-4,7,-5,4
CN(C(=O)COC(=O)c1ccccc1Cc1ccccc1)C1CCS(=O)(=O)C1 (configuration not stated),-5,-1.5,-5,7,0,-2,5,1,-10,7
CN(Nc1cccc(Cl)c1)c1cccc(Cl)c1,1,-0.6,9,1,0,2,3,1,2,-7
CCOC(=O)N1CCC(n2c(=S)[nH]c3cc(OCC)c(OCC)cc3c2=O)CC1,-2,1.7,4,2,0,-2,2,2,1,2
COc1ccc(C2CC(c3ccc(C)cc3)=NN2C(=O)CCC(=O)O)cc1OC (configuration not stated),2,-1.5,-1,1,-4,2,-2,4,7,-2
COc1ccccc1-c1cc(C(F)(F)F)nc(N2CCCC2)n1,0,0.3,7,-15,1,1,0,2,-1,-1

# Some of these compounds in order of number of heavy atoms, largest number first.
SMILES,LEDGF integ inh,PG9 binder,TDP2 inh,TCR-CD3 inh,NR1D1 modulator,PRMT1 FP inh,SIAE primary,HTRA1 inh,rCAG RNA binder,ABHD4 inh
Cc1ccc(S(=O)(=O)N2CCN(C(=O)CN3C(=O)c4ccc([N+](=O)[O-])cc4C3=O)CC2)cc1C,-2,-1.0,11,2,-3,-3,5,-5,5,1
CCOc1ccccc1NC(=O)c1cc(S(=O)(=O)N2CCC3(CC2)OCCO3)ccc1F,-3,-1.8,15,3,5,-2,4,3,3,-3
O=C(Nc1ccc(F)cc1)C(c1ccccc1)N1CCN(C(=O)c2ccco2)CC1 (configuration not stated),-2,0.6,10,-3,5,1,-9,-1,-4,2
COc1ccc(C2CC(c3ccc(C)cc3)=NN2C(=O)CCC(=O)O)cc1OC (configuration not stated),2,-1.5,-1,1,-4,2,-2,4,7,-2
CN(C(=O)COC(=O)c1ccccc1Cc1ccccc1)C1CCS(=O)(=O)C1 (configuration not stated),-5,-1.5,-5,7,0,-2,5,1,-10,7
O=C(CN1C(=O)c2ccccc2S1(=O)=O)c1ccc2c(c1)OCCCO2,6,-0.5,-1,-3,4,-1,-4,-5,-4,2
COc1ccc(C(=O)NCCCOC(=O)c2ccc(OC)cc2)cc1,-3,-2.8,12,4,2,0,-4,7,-5,4
CCCS(=O)(=O)N1CCCC(C(=O)Nc2ccc3c(c2)CCC3)C1 (configuration not stated),-3,-1.7,10,7,-4,0,-4,4,-3,6
COc1ccccc1-c1cc(C(F)(F)F)nc(N2CCCC2)n1,0,0.3,7,-15,1,1,0,2,-1,-1
CCCCNC1c2ccccc2C(=O)N1Cc1ccccc1 (configuration not stated),5,-1.2,-6,3,2,-5,-8,-7,-3,-3
Cc1nn(CC(=O)NC2CCC(C)CC2)c(C)c1[N+](=O)[O-] (configuration not stated),1,1.0,-2,3,-1,-2,1,9,2,1
CN(Nc1cccc(Cl)c1)c1cccc(Cl)c1,1,-0.6,9,1,0,2,3,1,2,-7

# Look-ups from above.
# COc1ccccc1-c1cc(C(F)(F)F)nc(N2CCCC2)n1 – ABHD4 inh = -1
# CN(C(=O)COC(=O)c1ccccc1Cc1ccccc1)C1CCS(=O)(=O)C1 (configuration not stated) – rCAG RNA binder = -10
